High-throughput results deposited in PubChem by several laboratories.
TNAP act hi DEA: increases human TNAP activity under high phosphate acceptor concentration; P05186; purified TNAP, CDP-star luminescence, 1 M DEA, 30 min; active compounds read high; 0 = EDTA background, 1 = DMSO-only activity; activation factor at 20 µM; 200,000 tested, under 10 active;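 active = activation factor at least 2 at 20 µM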
Target sequence (P05186 whole entry, looked up): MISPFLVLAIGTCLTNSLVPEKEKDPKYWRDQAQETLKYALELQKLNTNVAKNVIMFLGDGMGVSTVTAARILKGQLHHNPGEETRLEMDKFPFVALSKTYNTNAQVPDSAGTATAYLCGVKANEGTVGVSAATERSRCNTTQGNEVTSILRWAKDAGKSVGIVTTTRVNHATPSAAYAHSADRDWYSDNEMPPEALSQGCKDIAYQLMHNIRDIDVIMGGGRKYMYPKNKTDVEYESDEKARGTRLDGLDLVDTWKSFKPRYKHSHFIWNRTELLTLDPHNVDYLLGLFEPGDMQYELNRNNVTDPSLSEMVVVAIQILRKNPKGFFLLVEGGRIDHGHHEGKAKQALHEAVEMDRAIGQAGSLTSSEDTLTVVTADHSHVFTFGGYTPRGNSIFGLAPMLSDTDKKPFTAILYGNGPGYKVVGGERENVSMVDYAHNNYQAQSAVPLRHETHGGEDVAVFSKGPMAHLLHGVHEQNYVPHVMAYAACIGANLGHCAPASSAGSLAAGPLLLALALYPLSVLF
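Assay system: human TNAP; Input: enzyme diluted 1/800 final; Reagent: CDP-star luminogenic substrate at 100 µM final; Timing: 30 min, room temperature; Signal: luminescence; Evaluation: TNAP activation factor scaled between EDTA and DMSO control wells.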
TNAP inh hiacc: blocks human TNAP under high phosphate acceptor concentration. P05186. purified TNAP, CDP-star luminescence, 1 M DEA. inhibition, % at 20 µM. 200,000 tested, 0.03% active. AID 1135;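 active = over 50% inhibition of tissue-nonspecific alkaline phosphatase at 20 µM in the single-dose screen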;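 also: plate controls were DMSO wells for no effect and EDTA-quenched wells as full inhibition for full effect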
bIAP inh: intestinal alkaline phosphatase (bovine) inhibition | AID 1019 | 190,000 tested, under 10 active | purified bovine IAP, CDP-star luminescence, 30 min | inhibition, % at 20 µM;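 active = over 50% inhibition of intestinal alkaline phosphatase at 20 µM in the single-dose screen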
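test system = bovine IAP enzyme | medium = DEA buffer 100 mM, pH 9.8, with MgCl2 1.0 mM, ZnCl2 0.02 mM | detection = luminescence | dosing = single compound dose of 20 µM, 2% DMSO final | incubation = 30 min reaction at room temperature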
PMI activator: activators of human phosphomannose isomerase. AID 1214. purified human PMI, coupled resazurin fluorescence, 20 min; active compounds read high; 1 = vehicle control, 0 substrate-free wells. 190,000 tested, 0.005% active. P34949. activation factor at 20 µM;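 active = activation factor of 2 or more at 20 µM, relative to plate controls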
Target sequence (P34949 whole entry, looked up): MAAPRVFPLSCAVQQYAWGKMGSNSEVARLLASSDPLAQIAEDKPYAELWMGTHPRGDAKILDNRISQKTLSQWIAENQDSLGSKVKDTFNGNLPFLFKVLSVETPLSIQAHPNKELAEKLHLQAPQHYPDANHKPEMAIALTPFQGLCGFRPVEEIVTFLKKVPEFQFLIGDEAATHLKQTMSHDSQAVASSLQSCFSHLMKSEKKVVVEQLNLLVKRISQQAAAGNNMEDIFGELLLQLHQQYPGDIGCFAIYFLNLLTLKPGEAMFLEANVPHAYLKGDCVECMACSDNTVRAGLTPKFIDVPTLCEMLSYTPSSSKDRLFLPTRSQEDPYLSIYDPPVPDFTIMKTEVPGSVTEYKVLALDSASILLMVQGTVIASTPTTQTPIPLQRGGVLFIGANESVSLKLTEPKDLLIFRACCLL
Diaph inh CS: counter-screen for diaphorase-based assays: diaphorase inhibitors and chemical oxidizers | inhibition, % at 20 µM | AID 1217 | 190,000 tested, 0.69% active | diaphorase resazurin-to-resorufin fluorescence, NADH, 16 min; bacterial (C. kluyveri) enzyme, not human;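 active = primary screen inhibition at 20 µM above a set limit, cut at about 50% in these data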;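 also: plate controls were DMSO with full reaction for no effect and wells lacking NADH for full effect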
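System: Diaphorase enzyme from Clostridium kluyveri | Amount: Enzyme working solution with 0.14 U/mL diaphorase | Benchmarks: No-NADH positive control and DMSO neutral control | Signal: Fluorescence of resorufin formed from resazurin, Ex 544/Em 590 nm | Schedule: 16-min room-temperature incubation before reading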
TNAP inh no acc: inhibitors of human TNAP without phosphate acceptor | purified TNAP, CDP-star luminescence, 30 min | 200,000 tested, 0.26% active | inhibition, % at 20 µM;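 active = tissue-nonspecific alkaline phosphatase inhibition above about 50% at 20 µM in the single-dose screen, limit read from the data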;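 also: 0% = DMSO negative control and 100% = EDTA positive control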
Diaph act CS: activates diaphorase or chemically reduces, flagging diaphorase assay artifacts. Diaphorase/resazurin coupled assay, resorufin fluorescence, 16 min; active compounds read high; 1 = vehicle wells, 0 = NADH-free wells. activation factor at 20 µM. 190,000 tested, 0.005% active. AID 1229;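 active = diaphorase activity raised at least twofold by the compound at 20 µM; inactive = activation factor below 2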
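Test system: Clostridium kluyveri diaphorase, purified enzyme; input: enzyme 0.07 U/mL final; buffer or medium: 50 mM HEPES pH 7.4 with 4.542 mM MgCl2, 0.005% Tween 20; also added: 0.114 mM NADH and 0.1 mM resazurin, final amounts; schedule: 16 min enzyme reaction, ambient temperature; technique: fluorescence of resorufin, 544 nm excitation, 590 nm emission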
PMI act satM6P: activators of human phosphomannose isomerase at near-saturating mannose 6-phosphate; P34949; coupled PMI enzyme assay, resazurin fluorescence, 20 min; active compounds read high; 1 = untreated enzyme, 0 = substrate-free blank; activation factor at 20 µM; 190,000 tested, 0.34% active;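 active = activation factor of 2 or more at 20 µM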
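Material: human phosphomannose isomerase with PGI, G6PDH, diaphorase coupling enzymes; amount: PMI at 15 ng/mL final; also added: Mannose-6-phosphate 1.0 mM (near-saturating) plus 0.22 mM NADP+; incubation: enzyme reaction with compound 20 min at room temperature; signal: resorufin fluorescence (Ex 544/Em 590 nm) from resazurin via diaphorase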
bIAP activator: intestinal alkaline phosphatase (bovine) activation. purified bovine IAP, CDP-star luminescence, 30 min; active compounds read high; fold of DMSO-control signal, blank-subtracted. activation factor at 20 µM. 200,000 tested, 0.17% active;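 active = activation factor of 2 or more at 20 µM, a signal rise over negative controls twice the positive control's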
Lmaj promast: inhibitors of Leishmania major promastigote growth. Leishmania major promastigotes, resazurin fluorescence viability. inhibition, % at 10 µM. 200,000 tested, 9% active; in the data active = inhibition above about 50%;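 also: promastigotes grown with compound for 44 hours at 28 °C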
An asterisk follows results filed as active; & = joins results of further samples. Rows were taken by chance; overall some 10% were active at least once.

compound,TNAP act hi DEA,TNAP inh hiacc,bIAP inh,PMI activator,Diaph inh CS,TNAP inh no acc,Diaph act CS,PMI act satM6P,bIAP activator,Lmaj promast
CNc1nc2cc([N+](=O)[O-])c([N+](=O)[O-])cc2nc1NC,0.9,6,-4,1,5,4,0.9,1,1,3
CCOC(=O)c1sc2ncn(C(CC)C(=O)OC)c(=O)c2c1C (centres undefined),1,-4,-7,0.9,22,-8,0.8,0.9,1.1,18
COc1cc2nc(COc3ccc(C#N)cc3)n(CC#N)c(=O)c2cc1OC,1,-3,-4,0.9,22,-6,0.8,0.9,1,4
Cc1ccc2cc(/C=C(\C#N)C(N)=O)c(N3CCCCC3)nc2c1,1,0,11,1.1,8,-2,0.9,1.1,0.9,42
Nc1nc(-c2ccc(Cl)cc2)nnc1-c1ccc(Br)cc1,1,-4,7,1,-4,-1,1,1.1,0.9,-7
COc1ccc(CCCc2nnc(SCC(=O)Nc3nccs3)n2C)cc1C,1,1,4,1,16,-5,0.8,0.9,1,21
Cn1ccnc1C1CCCCN1C(=O)c1cc(COc2ccc(F)cc2Cl)on1 (centres undefined),1.1,-6,-3,1,7,-6,0.9,1,1,0
COc1cc(OC)cc(C(=O)NCc2ccc(-n3cccc3)cc2)c1,1,0,4,1,6,-22,0.9,1,1,4
Cc1ccc(S(=O)(=O)c2c(COC(=O)c3ccccc3Cl)c(-c3ccccc3)nn2C)cc1,1,-4,12,1,8,-13,0.9,1,0.9,61*
Nc1nc(CSc2ncn(-c3ccccc3)n2)cs1,1,-1,0,0.9,12,-10,0.9,0.9,1,-6
CCOC(=O)/C(C#N)=C1/CCCCCN1C,1,-3,-1,1,6,-8,0.9,1,1,-4
COc1ccccc1CNc1ccc(C(=O)O)cc1,1.1,-5,13,1,14,-14,0.9,1,0.9,-6
Cc1cc(N)ccc1S(C)(=O)=O,1,-3,11,1,-8,-9,1.1,1,0.9,-9
CCOC(=O)Nc1ccc2c(c1)Sc1ccccc1N2C(=O)CCN1CCOCC1,1.1,-6,0,1,7,-10,0.9,1,1,1
CCCCN(C)CCCNC(=O)Cn1c(=O)sc2ccccc21,1,-1,-2,1,5,-1,0.9,0.9,1,-3
COc1ccc(-c2c(C)n([O-])c3c([n+]2=O)CCC3)cc1OC,1.1,-6,8,0.9,13,-13,0.9,0.9,0.9,-4
Cn1c(NNC(=O)C2CCCCC2)cc(=O)n(C)c1=O,1,0,-9,0.9,18,-7,0.8,0.7,1.1,-1
O=C(CC(c1ccco1)C1CCCCC1=O)c1ccco1 (centres undefined),1,-4,3,1.1,14,-9,0.9,0.8,1,-2
CCOC(=O)CN(C(=O)CSc1nnc2c(n1)[nH]c1ccc(F)cc12)c1ccccc1,1,-4,-12,0.9,20,-3,0.8,1,1.1,8
CCCN(CCC)CCCNC(=O)C(NS(=O)(=O)c1ccc2c(c1)CCC(=O)N2)c1ccccc1 (centres undefined),1,-3,6,1,5,-10,1,1.1,0.9,-8

A second format for twelve compounds above.
Fields – TNAP act hi DEA	TNAP inh hiacc	bIAP inh	PMI activator	Diaph inh CS	TNAP inh no acc	Diaph act CS	PMI act satM6P	bIAP activator	Lmaj promast
- CNc1nc2cc([N+](=O)[O-])c([N+](=O)[O-])cc2nc1NC
 : 0.9	6	-4	1	5	4	0.9	1	1	3
- CCOC(=O)c1sc2ncn(C(CC)C(=O)OC)c(=O)c2c1C (centres undefined)
 : 1	-4	-7	0.9	22	-8	0.8	0.9	1.1	18
- COc1cc2nc(COc3ccc(C#N)cc3)n(CC#N)c(=O)c2cc1OC
 : 1	-3	-4	0.9	22	-6	0.8	0.9	1	4
- Cc1ccc2cc(/C=C(\C#N)C(N)=O)c(N3CCCCC3)nc2c1
 : 1	0	11	1.1	8	-2	0.9	1.1	0.9	42
- Nc1nc(-c2ccc(Cl)cc2)nnc1-c1ccc(Br)cc1
 : 1	-4	7	1	-4	-1	1	1.1	0.9	-7
- COc1ccc(CCCc2nnc(SCC(=O)Nc3nccs3)n2C)cc1C
 : 1	1	4	1	16	-5	0.8	0.9	1	21
- Cn1ccnc1C1CCCCN1C(=O)c1cc(COc2ccc(F)cc2Cl)on1 (centres undefined)
 : 1.1	-6	-3	1	7	-6	0.9	1	1	0
- COc1cc(OC)cc(C(=O)NCc2ccc(-n3cccc3)cc2)c1
 : 1	0	4	1	6	-22	0.9	1	1	4
- Cc1ccc(S(=O)(=O)c2c(COC(=O)c3ccccc3Cl)c(-c3ccccc3)nn2C)cc1
 : 1	-4	12	1	8	-13	0.9	1	0.9	61*
- Nc1nc(CSc2ncn(-c3ccccc3)n2)cs1
 : 1	-1	0	0.9	12	-10	0.9	0.9	1	-6
- CCOC(=O)/C(C#N)=C1/CCCCCN1C
 : 1	-3	-1	1	6	-8	0.9	1	1	-4
- COc1ccccc1CNc1ccc(C(=O)O)cc1
 : 1.1	-5	13	1	14	-14	0.9	1	0.9	-6

Additional records
compound,TNAP act hi DEA,TNAP inh hiacc,bIAP inh,PMI activator,Diaph inh CS,TNAP inh no acc,Diaph act CS,PMI act satM6P,bIAP activator,Lmaj promast
O=C(Nc1ccccc1)OCc1cncs1,1.1,-5,-3,1.1,-43,-2,1.4,1.1,1,-4
Cc1ccc2cc(C3CC(c4ccco4)=NN3S(=O)(=O)c3ccccc3)c(Cl)nc2c1 (centres undefined),1,0,8,0.9,14,-5,0.9,1,0.9,15
CCCCNC(=S)N(C)/N=C/c1ccc(OCc2ccc(C(=O)OC)cc2)c(OC)c1,1,-3,4,0.9,15,-3,0.9,0.9,1,6
O=C(Cn1nnc2ccccc2c1=O)NCc1ccc(Cl)cc1,1,-4,-8,0.9,5,-2,0.9,0.9,1.1,-5
COc1ccc(/C(C)=N/OC/C(O)=C(\C#N)c2nc3ccccc3[nH]2)cc1OC,1.1,-7,-21,0.9,4,-20,1,1,1.2,-3
CC(=O)c1cc(NC(=O)c2cccc(C(F)(F)F)c2)c(=O)oc1/C=C/N(C)C,0.9,15,10,1,11,11,0.9,0.9,0.9,-4
O=[N+]([O-])c1ccc(C[n+]2ccc(Cc3ccccc3)cc2)cc1,1,-3,21,1.1,5,-18,0.9,0.7,0.8,-1
Cc1ccc(Cn2cccc(-c3nc4ccccc4s3)c2=O)cc1,1,1,11,0.9,7,-2,0.9,0.9,0.9,-7
S=C(Nc1ccccc1)N1CCN(C/C=C/c2ccccc2)CC1,1,-4,2,0.9,6,-7,0.9,0.9,1,39
CCN(Cc1ccccc1)C(=O)C1CCN(C/C(C)=C/c2ccccc2)CC1,1.1,-6,2,1.1,0,1,1,1.1,1,13
COC(=O)Cc1cc(=O)oc2cc(OC)ccc12,1,3,-4,0.7,16,-4,0.8,0.7,1,-5
CCOC(=O)Cn1c(C)c(Br)c(=O)c2cccc(C)c21,1,-3,5,1,10,-8,0.9,1,1,-9
CNC(=S)N1N=C(c2ccccc2)CC1c1ccc(Br)cc1 (centres undefined),1.1,-6,4,0.9,20,-9,0.8,0.9,1,99*
O=C(Nc1cccc(-c2nc3cccnc3s2)c1)c1ccco1,1,-3,9,0.9,-4,-9,1,1,0.9,14
O=C(NCCC1=CCCCC1)C1CCC(CNS(=O)(=O)c2ccccc2)CC1 (centres undefined),1,-4,0,1,7,-5,0.9,1.1,1,-6
CCOc1ccc(N(CC(=O)NC2CCCC2)S(=O)(=O)c2c(C)noc2C)cc1,1.1,-6,-1,1.1,10,9,0.9,0.9,1,0
O=C(O)CCCC(=O)N1CCc2cc(S(=O)(=O)NCc3ccc(F)cc3)ccc21,1,0,1,1.1,-1,-1,1,1.1,1,-8
Cc1nc2nc[nH]c2cc1Br,1.1,-6,-64,1.1,-11,-29,1.1,1.1,1.6,0
COc1ccc(-c2cn3c(C)c(C(=O)NCCN4CCOCC4)sc3n2)cc1,1,1,-5,1.3,-1,-5,1,1.4,1.1,-4
CCN(CC)C(=O)c1cc(Cl)ccn1,1,0,-8,0.7,4,-3,1,0.9,1.1,5
Cc1ccc(C)c(OCC(O)CN2CCN(CCN3C(=O)c4cccc5cccc(c45)C3=O)CC2)c1 (centres undefined),0.9,7,42,1,3,-1,1,1.1,0.6,100*
Cc1cc(=O)oc2c(CN3CCN(C)CC3)c(O)c(Cl)cc12,1,-3,1,1.1,-1,-11,1,1.3,1,-8
N#C/C(=C(\O)CCl)c1nnc2n1CCCCC2,1.1,-6,2,1,6,0,0.9,1.1,1,-2
CCC(OC(=O)C1=Cc2ccccc2OC1)C(=O)NC1CCCC1 (centres undefined),1,-2,9,1,8,-5,0.9,0.9,0.9,10
CCOC(=O)C1CCCN(C(=O)/C=C/c2ccccc2[N+](=O)[O-])C1 (centres undefined),0.9,5,-6,0.9,4,-11,1,0.9,1.1,28
CN1CCN(C(=O)c2cn(C)c3ccc(S(=O)(=O)N(C)C4CCCCC4)cc3c2=O)CC1,1.1,-6,-18,1.1,4,-16,1,1,1.2,-3
O=C(c1cccs1)N1CCN(S(=O)(=O)Cc2ccccc2)CC1,1,-2,4,1.1,-9,-3,1.1,1.1,1,-2
CCOC(=O)c1cc(-c2ccc(F)cc2)n(CC(=O)NCc2cccnc2)c1C,1,2,-5,1.1,-9,-6,1.1,1.1,1,3
CCc1cc2c(NC3CCCC3)ncnc2s1,1,-1,13,1,22,-8,0.8,1,0.9,13
COc1ccc(Cc2nnc(N/N=C/c3ccccc3O)[nH]c2=O)cc1OC,1,0,-4,0.8,20,-170,0.8,1.2,1,97*
CC1=CC(C)=Nc2ccc(C)cc2N1,1&1,2&-1,14&8,1.3&1.1,10&19,-8&-9,0.9&0.8,1.5&1.3,0.9&0.9,-5&-1

Arranged by value in TNAP act hi DEA (largest number first): 3 of the compounds above
SMILES,TNAP act hi DEA
CN1CCN(C(=O)c2cn(C)c3ccc(S(=O)(=O)N(C)C4CCCCC4)cc3c2=O)CC1,1.1
O=C(O)CCCC(=O)N1CCc2cc(S(=O)(=O)NCc3ccc(F)cc3)ccc21,1
Cc1ccc(C)c(OCC(O)CN2CCN(CCN3C(=O)c4cccc5cccc(c45)C3=O)CC2)c1 (centres undefined),0.9
